GLD-1 TGE inh – GLD-1/TGE RNA complex disruptors, primary screen, biochemical, fluorescence polarization; Female germline-specific tumor suppressor gld-1 (Caenorhabditis elegans), Q17339; purified GLD-1 + fluorescein TGE RNA; inhibition, % at 5.96 µM; hit rate 0.44% among 320,000;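 active = percent inhibition above a per-plate cutoff, the plate mean of test compounds plus 3 SD, cut at about 30% in these data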;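 also: 0% = DMSO wells with GLD-1 and probe and 100% = wells lacking GLD-1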
Target sequence (Q17339 whole entry, looked up): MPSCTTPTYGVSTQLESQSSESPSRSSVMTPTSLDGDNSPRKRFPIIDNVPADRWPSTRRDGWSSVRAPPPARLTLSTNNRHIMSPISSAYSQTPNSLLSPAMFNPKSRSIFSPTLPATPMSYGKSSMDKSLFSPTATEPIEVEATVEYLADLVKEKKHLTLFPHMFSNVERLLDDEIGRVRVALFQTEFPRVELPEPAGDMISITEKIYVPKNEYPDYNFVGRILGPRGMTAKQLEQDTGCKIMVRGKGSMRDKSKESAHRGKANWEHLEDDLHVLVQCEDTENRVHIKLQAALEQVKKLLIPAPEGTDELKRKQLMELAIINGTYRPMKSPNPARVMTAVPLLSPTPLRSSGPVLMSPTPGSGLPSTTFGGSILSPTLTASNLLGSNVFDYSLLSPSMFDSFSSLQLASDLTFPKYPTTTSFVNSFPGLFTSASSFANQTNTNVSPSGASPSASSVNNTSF
GRK2 inh – compounds blocking aptamer binding on GRK2 – biochemical, human GRK2, bead flow cytometry, HTS, primary screen. Beta-adrenergic receptor kinase 1 (Homo sapiens), P25098. FAM-aptamer displacement from GRK2. inhibition of aptamer binding, % at 10 µM. hit rate 0.59% among 330,000;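 active = inhibition of aptamer binding above 40%, roughly 3 SD of noise, on plates passing a quality check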;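 also: median bead fluorescence of bound FAM aptamer so fluorescent compounds give negative values; no value below 0 was filed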
MEX-5 binding – MEX-5 zinc finger RNA-binding disruptors – biochemical, C. elegans, fluorescence polarization, MLPCN library, primary screen. activity score (negative = inhibition of binding), % at 10 µM. MEX-5/FITC-TCR2 RNA binding; hits give low values. hit rate 0.38% among 300,000. AID 1832, 2009;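 active = inhibition past about -25% in most replicates, and total fluorescence under double the plate's negative control median, limit read from the data; inconclusive = replicates evenly split on the limit, or fluorescence at least double controls; inactive = too little inhibition in most replicates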;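 also: 0% = DMSO and -100% = 5 µM competing unlabeled TCR2 RNA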
Fam108B inh – mouse Fam108B serine hydrolase inhibitors, primary screen, counter-screen for RBBP9 inhibitor project, biochemical, fluorescence polarization; recombinant Fam108B, FP-Rh probe fluorescence polarization; inhibition, % at 9.51 µM; hit rate 0.33% among 300,000;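 active = inhibition above the screen mean inhibition plus 3 SD, computed separately per campaign, cut at about 18% in these data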;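 also: inhibitors lower polarization as less probe binds the enzyme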
VLA-4 inh – inhibition in human VLA-4 binding assay, primary screen, VLA-4 allosteric modulator project, MLPCN library, flow cytometry, VLA-4 expressing cells; Integrin alpha-4 (Homo sapiens), P13612; ligand binding flow cytometry; inhibition, % (about 7 µM as worked out from the volumes in the protocol); hit rate 0.2% among 330,000; in the data active = inhibition above about 50%
MCL1 BIM primary – inhibitors of MCL1 binding to BIM-BH3, primary screen, biochemical, fluorescence polarization; hit rate 0.68% among 320,000; GST-MCL1 / FITC-Bim-BH3 fluorescence polarization; AID 2057, 2009; inhibition, % at 10.9 µM; Induced myeloid leukemia cell differentiation protein Mcl-1 (Homo sapiens), Q07820;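 active = inhibition above the mean inhibition of all tested compounds plus 3 SD, set per campaign, cut at about 40% in these data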;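 also: 0% = DMSO wells and 100% = unlabeled Bim-BH3 peptide control; higher means more loss of mP so more displacement of Bim peptide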
Target sequence (Q07820 whole entry, looked up): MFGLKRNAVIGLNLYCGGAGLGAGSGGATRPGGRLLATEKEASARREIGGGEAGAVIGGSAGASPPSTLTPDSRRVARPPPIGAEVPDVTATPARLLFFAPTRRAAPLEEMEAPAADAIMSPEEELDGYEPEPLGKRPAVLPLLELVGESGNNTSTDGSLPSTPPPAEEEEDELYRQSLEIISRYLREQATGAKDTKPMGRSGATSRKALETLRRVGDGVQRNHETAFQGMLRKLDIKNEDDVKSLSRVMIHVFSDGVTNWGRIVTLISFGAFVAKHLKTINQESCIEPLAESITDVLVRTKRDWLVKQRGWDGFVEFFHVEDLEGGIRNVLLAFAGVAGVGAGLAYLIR
CIT2 TOR yeast – modulators of CIT2-GFP expression in yeast, primary screen, S. cerevisiae, GFP fusion, multiplex flow cytometry, MLPCN library | S. cerevisiae CIT2-GFP strain, 3 h; 100 means same as DMSO wells | GFP response vs DMSO, % at 10 µM | hit rate 0.065% among 320,000 | AID 2029, 2009;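 active = GFP response relative to DMSO above a set limit, near the screen mean plus 3 SD, cut at about 150% in these data; inconclusive = Fewer than 70 cells measured for a yeast strain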;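 also: ratio of well median GFP fluorescence to mean of DMSO wells on the plate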
AGP1-GFP MLPCN – modulators of AGP1-GFP expression in yeast TOR pathway, primary screen, cell-based, multiplex flow cytometry, S. cerevisiae, MLPCN library; 3 h; GFP as percent of DMSO wells; GFP response vs DMSO, % at 10 µM; hit rate 0.02% among 320,000; AID 2066, 2009;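 active = GFP response relative to DMSO above a set limit, near screen average plus 3 SD, cut at about 150% in these data; inconclusive = fewer than 70 cells counted for the yeast strain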;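 also: median GFP channel fluorescence of the gated AGP1 strain per well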
BCLXL inh – inhibitors of human Bcl-xL, primary screen, biochemical, fluorescence polarization, HTS | inhibition, % at 10.9 µM | Bcl-2-like protein 1 (Homo sapiens), Q07817 | GST-Bcl-xL / FITC-Bim BH3 peptide fluorescence polarization | AID 2129, 2009 | hit rate 0.7% among 320,000;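 active = inhibition above the mean of all tested compounds plus 3 SD, cutoff set per campaign, cut at about 30% in these data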;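 also: 0% = DMSO wells and 100% = unlabeled Bim-BH3 peptide competitor; inhibitors lower millipolarization by displacing the labeled peptide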
Target sequence (Q07817 whole entry, looked up): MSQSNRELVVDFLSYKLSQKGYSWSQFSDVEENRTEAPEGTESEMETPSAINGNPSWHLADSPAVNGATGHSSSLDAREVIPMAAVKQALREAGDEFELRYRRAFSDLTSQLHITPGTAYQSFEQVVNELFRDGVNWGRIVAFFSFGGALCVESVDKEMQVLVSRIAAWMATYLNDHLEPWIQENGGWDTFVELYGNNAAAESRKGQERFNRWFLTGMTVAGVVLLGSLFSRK
Active calls of the source: *; ? = inconclusive; / = no result given.

The line under a structure holds: GLD-1 TGE inh	GRK2 inh	MEX-5 binding	Fam108B inh	VLA-4 inh	MCL1 BIM primary	CIT2 TOR yeast	AGP1-GFP MLPCN	BCLXL inh
CC1(C)C2([N+](=O)[O-])CN3CC1([N+](=O)[O-])CN(C2)C3c1ccc(O)c(O)c1 (centres undefined)
→ -1	0	0.3	-3	1	4	97	104	9
COc1ccc(S(=O)(=O)N2CC(C(=O)O)Oc3ccccc32)cc1 (centres undefined)
→ -3	3	1.7	3	4	-1	100	96	-1
CCOC(=O)c1ccc(NC(=O)c2nn(C)cc2Br)cc1
→ -5	0	1.4	-5	-4	-1	81	84	-1
COc1ccc(Cc2nc(-c3ccccn3)no2)cc1
→ -1	1	0.4	0	19	-3	92	98	1
COc1ccccc1N1CCN(/N=C\c2cccnc2)CC1
→ -11	3	-1.2	1	5	0	105	99	8
CCN(CC(=O)Nc1ccc(NC(C)=O)cc1)C(=O)Cc1cccc2ccccc12
→ 6	2	4.8	-2	-2	-22	100	104	-12
CC(=O)Oc1ccc(NC(=O)CCC2CCCCC2)c(C(=O)O)c1
→ 7	1	2.2	-3	8	11	90	/	7
CC#CCCCC(=O)Nc1cccc(C(=O)O)c1
→ 2	5	-1.5	-2	-2	12	100	96	5
O=C(c1cn(-c2ccccc2)nc1-c1ccc(Cl)cc1)N1CCOCC1
→ 2	3	0.6	-2	-18	5	91	96	3
COC(=O)C1(C(=O)OC)NOC2C(=O)N(c3ccccc3)C(=O)C21 (centres undefined)
→ 4	0	-1.0	0	7	-3	101	99	3
Cc1ccc(Nc2nc(N)nc(CSC(=S)N3CCOCC3)n2)cc1
→ -1	13	2.4	-2	-12	1	90	95	6
COc1ccccc1CC(NC(C)=O)C(=O)N1CCN(C(=O)Nc2ccccc2Cl)CC1 (centres undefined)
→ -4	1	1.0	-3	9	9	101	102	3
CC(C)Oc1cccc(-c2cc(C(=O)NN3CCOCC3)c3ccccc3n2)c1
→ -1	2	0.9	-4	1	2	105	104	6
Cc1nc2cc(C(=O)OCC(=O)NC(C)C(C)C)ccc2n1-c1ccccc1 (centres undefined)
→ 3	2	-0.1	4	1	-3	101	101	-3
O=C(N/C(=C\c1ccc(O)cc1)C(=O)N1CCCCC1)c1ccccc1
→ -11	0	-1.8	0	-4	0	108	102	6
CCC(Oc1ccccc1)C(=O)Nc1ccsc1C(=O)OC (centres undefined)
→ 1	2	0.7	-1	9	8	97	101	7
COc1ccc(Oc2ncnc3sccc23)cc1
→ -9	0	-1.4	-4	8	-3	84	87	-1
O=C(c1ccco1)N1CCN(C(=O)C2CCCc3c2[nH]c2ccc(Cl)cc32)CC1 (centres undefined)
→ 5	1	0.5	4	13	-6	103	102	-11
O=C(COC(=O)c1ccc(Cl)c(Cl)c1)Nc1cccnc1Cl
→ 6	0	3.2	0	/	7	94	101	5
Cc1oc2ccc(OCc3ccc(Cl)cc3)cc2c1C(=O)O
→ 0	0	-2.1	1	-8	-2	94	103	0
CC(C)(C=O)C1=CC(=O)c2ccccc2C1=O
→ 14	0	/	6	14	36	90	96	8
COc1ccc(CCNC(=S)NCc2ccc(Cl)c(Cl)c2)cc1OC
→ -4	2	2.8	3	8	10	99	110	8
COc1ccc(Cn2cnc3c(NS(C)(=O)=O)c(C)c(C)cc32)cc1
→ 1	1	0.2	-3	0	3	102	105	6
CCC1Oc2nc(SC)nnc2-c2ccccc2N1C(=O)c1ccccc1 (centres undefined)
→ -5	0	0.4	-4	2	-1	103	101	-1
COc1ccc(NC(=O)c2ccc(-n3nc(C)c[n+]3[O-])cc2)cc1
→ 2	0	1.7	6	19	2	99	113	-1
COc1ccccc1C(=O)n1nc(-c2ccccc2)nc1N
→ -2	0	0.5	1	3	-1	107	/	0
CCc1nnc(NC(=O)CCN2C(=O)C3CCCCC3C2=O)s1 (centres undefined)
→ 7	0	-0.6	-1	9	-3	110	91	1
OC(COCc1cccs1)CN1CCN(c2ccccc2Cl)CC1 (centres undefined)
→ 0	1	-0.9	-1	13	5	102	94	2
CCC1CCC2(CC1)NC(=O)N(CC(=O)NCc1ccccc1Cl)C2=O (centres undefined)
→ 7	1	/	/	10	/	104	100	/
C=CC[C@H]1CC(Cc2ccccc2)=C[C@H](CC=C)N1
→ -1	0	-1.5	3	0	0	99	73	10
CC(=O)Nc1cccc(/C(C)=N\NC(=O)c2ccc(Cn3nc([N+](=O)[O-])c(Cl)c3C)o2)c1
→ 2	2	0.1	-1	-6	13	96	95	6
O=C(C1CN(S(=O)(=O)c2ccccc2)CCN1S(=O)(=O)c1ccccc1)N1CCCCCC1 (centres undefined)
→ 2	2	0.8	-2	4	-3	112	105	-1
O=S(=O)(c1ccccc1)N1CCN(C(=S)NCc2ccccc2)CC1
→ -6	0	2.8	5	-23	3	94	96	1
CCOc1cc(S(=O)(=O)N2CCCC2)c(C)cc1C
→ 6	1	0.2	3	4	-2	93	99	7
Cc1cc(C)c2nc(Nc3nc(-c4ccccc4)cc(=O)[nH]3)nc(C)c2c1
→ 2	0	-2.2	-9	0	-4	109	106	2
O=S(=O)(Nc1cc(Cl)ccc1N1CCOCC1)c1ccccc1Cl
→ 6	1	/	/	14	3	95	98	4
COc1ccc(CNC(=O)CCS(=O)(=O)c2ccc3c(c2)oc(=O)n3C)cc1
→ -4	0	-1.5	1	11	9	98	100	2
Cc1cc(C)n(-c2nc(SCC(=O)Nc3nccs3)c3c4c(sc3n2)COC(C)(C)C4)n1
→ -7	0	1.8	2	-15	10	102	100	6
COc1cc(/C=N/NC(=O)c2ccncc2)c([N+](=O)[O-])cc1OC
→ -4	2	2.4	0	57*	6	103	105	4
CCOC(=O)c1cc2ccc(OC(=O)c3ccco3)cc2oc1=O
→ -1	2	-1.5	3	11	-1	?	?	-15
Cc1cccc(NC(=O)Cn2c(=O)oc3ccccc32)c1C
→ 6	1	2.5	7	-20	7	100	98	6
COc1ccc(C)cc1NC(=O)C(=O)N/N=C(\C)CC(=O)Nc1cccnc1
→ 6	4	-2.7	0	29	10	/	/	4
Cc1ccc(-n2c(C)cc(C(=O)CSc3nncs3)c2C)cc1
→ 7	0	-0.9	1	-11	8	93	93	3
Cc1cc(Nc2ccc(Br)cc2F)n2nc(C)nc2n1
→ -4	0	-1.7	-1	-1	5	96	101	4
COc1cccc(CNC(=O)CCNS(=O)(=O)c2ccc3c(c2)CC(C)N3C(C)=O)c1 (centres undefined)
→ -3	4	0.2	-2	15	7	102	102	5
COc1ccc(S(=O)(=O)N2CCCCCC2)cc1C(=O)N(C)CC(=O)Nc1cc(C)ccc1C
→ /	1	-0.2	/	26	/	86	84	/
CCOc1ccc(/C=C/C(=O)N(CC)CC(=O)NCc2cccs2)cc1OC
→ -6	0	0.8	-17	3	3	89	102	3
CC(C)=C1C2CCC1C1C(=O)N(NC(=O)c3ccco3)C(=O)C21 (centres undefined)
→ 6	2	3.1	1	2	0	105	100	5
CN(C)c1oc(-c2ccc(OCc3ccc(Cl)cc3)cc2)nc1C#N
→ 7	1	4.1	0	-1	4	99	93	1
Cc1ccc(NC(=O)NCCCc2ccccc2)cc1
→ -12	0	2.4	-3	11	0	102	98	-1
CCn1c(CSc2nc(C)cc(C)n2)nnc1SCC(=O)Nc1ccccc1
→ 4	0	1.2	-4	2	-3	115	115	-6
Cc1ccc(NC(=S)N(Cc2ccco2)C(C)c2cccs2)cc1 (centres undefined)
→ -1	0	2.3	-1	-1	5	103	99	6
COc1ccc(C(=O)NC2CC2)cc1OC1CCN(Cc2ccccc2F)CC1
→ -1	0	0.5	-4	-6	8	103	102	3
O=S(=O)(NCC(c1cccnc1)N1CCN(c2ccc(F)cc2)CC1)c1cccs1 (centres undefined)
→ 6	0	-0.8	0	2	5	99	99	1
CC(C)(C)NC(=O)CN(c1cccc([N+](=O)[O-])c1)S(=O)(=O)c1ccccc1
→ -1	0	1.0	-1	-6	-2	99	108	5
COC(=O)c1cc(C#N)c(N(C)Cc2ccccc2)nc1C
→ 11	0	2.1	8	11	7	105	103	2
O=C(OCc1cc(=O)n2c(n1)sc1ccccc12)c1ccc(O)cc1
→ 5	7	-2.0	1	5	9	85	92	-1
CC(C)c1nc(SCC(=O)NCC2CCCO2)c2c(=O)n(C)c(=O)n(C)c2n1 (centres undefined)
→ 4	0	-0.1	1	12	0	101	108	7
O=c1[nH]nc(SCc2ccccc2)c(=O)[nH]1
→ -5	2	-1.6	-2	-1	3	103	109	6
O=C(Nc1ccccc1C(=O)Nc1ccc(F)cc1)c1ccco1
→ 0	0	0.4	-5	-5	10	115	98	7

(list continues)
The line under a structure holds: GLD-1 TGE inh	GRK2 inh	MEX-5 binding	Fam108B inh	VLA-4 inh	MCL1 BIM primary	CIT2 TOR yeast	AGP1-GFP MLPCN	BCLXL inh
COc1ccc(N2CCN(S(=O)(=O)c3cn(C)cn3)CC2)cc1
→ -3	0	0.4	0	1	0	101	108	2
O=c1ccc2ccc(O[C@@H]3O[C@H](CO[C@@H]4OC[C@](O)(CO)[C@H]4O)[C@@H](O)[C@H](O)[C@H]3O)cc2o1
→ 0	2	/	/	0	-1	100	107	-1
COc1cc(C2c3c(n[nH]c3C)C(=O)N2c2ccc(C)cc2)ccc1O (centres undefined)
→ 0	0	1.3	2	16	3	/	89	1
O=C(Cn1nc(C(F)(F)F)cc1C1CC1)NCc1ccccc1F
→ 1	4	1.2	1	31	5	103	103	2
COC(=O)CCCC1=CC2=C(c3ccccc3)C(=O)C(C)(OC(=O)C3CCCC3)C(=O)C2=CN1Cc1ccc(OC)cc1 (centres undefined)
→ 0	0	0.5	4	-17	21	104	111	25
COc1ccccc1C(CNC(=S)NCc1ccccc1)N1CCCC1 (centres undefined)
→ 4	0	-0.3	-2	0	6	109	116	3
COC(=O)c1ccccc1NC(=O)CCc1ccccc1
→ 4	0	-3.6	-4	1	3	94	91	0
CC1(c2ccc([N+](=O)[O-])cc2)NC(=O)N(CC(=O)Nc2ccc(N3CCCCC3)cc2)C1=O (centres undefined)
→ 8	0	-1.1	0	-1	2	92	96	6
Cc1ccc(F)c(C2C3C=CCC(c4cccc(-c5ccc(N(C)C)cc5)c4)C3C(=O)N2Cc2ccccc2)c1 (centres undefined)
→ 2	0	-3.3	4	6	1	95	103	-2
CC(=O)Nc1ccc(N2CCN(C(C)=O)CC2)cc1
→ -5	5	-4.6	0	11	4	88	86	5
Cc1cnc(NC(=O)C2CCCC2)s1
→ -6	0	1.5	5	92*	0	93	102	-5
O=C(O)c1cc2nc(-c3ccc(F)cc3)cc(C(F)(F)F)n2n1
→ -2	1	-5.4	3	-8	5	110	107	9

Screening data (PubChem)

Compounds as they come. About 2.2% of those tested had a hit in this group.
